Screening results (PubChem BioAssay)
V1R ag counter: counter-screen for oxytocin receptor agonists: human V1a receptor agonists; P37288; CHO-V1R cells, Fluo-8 calcium fluorescence, agonist mode; 0% DMSO, 100% 3 nM vasopressin; activation, % at 3 µM; 0.25% of 320,000 active;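 active = activation above the mean activation of all tested compounds plus 3 SD, per screening run, cut at about 20% in these data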;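 note: signal is peak over basal fluorescence ratio across a 100 second FLIPR read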
CHO-K1 Ca antag: M1 antagonist counterscreen hit in parental CHO-K1 cells | ATP-induced calcium, Fluo-8 fluorescence | inhibition, % at 3 µM | 0.6% of 360,000 active;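 active = inhibition above a per-plate cutoff, the plate's mean sample inhibition plus 3 SD, cut at about 24% in these data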;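 note: 0% = DMSO plus EC80 ATP and 100% = DMSO alone without ATP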
TAAR1 antagonist: human TAAR1 antagonism; Q96RJ0; CHO RD-HGA16 TAAR1, Fluo-8 calcium fluorescence, antagonist; inhibition, % at 3 µM; 1.5% of 360,000 active; AID 624466;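 active = inhibition above a per-plate cutoff, the mean inhibition of test compounds on that plate plus 3 SD, cut at about 49% in these data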;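 note: 0% = DMSO plus EC80 beta-PEA response and 100% = DMSO alone without agonist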
Target sequence (Q96RJ0 whole entry, looked up): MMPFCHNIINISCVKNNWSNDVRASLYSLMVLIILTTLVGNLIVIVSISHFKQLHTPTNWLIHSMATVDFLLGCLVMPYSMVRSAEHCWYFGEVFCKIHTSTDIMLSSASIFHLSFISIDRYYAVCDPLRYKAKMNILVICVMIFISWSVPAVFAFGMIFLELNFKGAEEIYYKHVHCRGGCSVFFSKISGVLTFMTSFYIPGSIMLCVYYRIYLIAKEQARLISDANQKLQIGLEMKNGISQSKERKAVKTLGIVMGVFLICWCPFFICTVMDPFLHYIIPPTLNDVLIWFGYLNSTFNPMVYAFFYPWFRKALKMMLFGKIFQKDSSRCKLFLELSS
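Material: CHO RD-HGA16 cells bearing hTAAR1; compound dosing: one-point dosing, 3 µM nominal final; schedule: dye loading 75 min at 37 °C, then 30 min room temperature; measured by: calcium fluorescence with Fluo-8; control set: vehicle and agonist controls; replication: n of 1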
CHO parental Ca: counter-screen for OX1R antagonists: effect in parental CHO cells; 0.63% of 330,000 active; parental CHO-K1, ATP-induced calcium, Fluo-8 fluorescence; inhibition, % at 5.6 µM;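 active = inhibition above that plate's mean sample inhibition plus 3 SD, cut at about 26% in these data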;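 note: 0% = ATP-challenged DMSO wells and 100% = DMSO wells without ATP; some compounds past the cut are filed as inactive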
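Material: Parental CHO cells | Reagent: ATP | Compound dosing: Single nominal dose of 5.6 µM per compound | Detection: Intracellular calcium via Fluo-8 no-wash fluorescent dye | Read-out: % inhibition of ATP-induced calcium mobilization | Benchmarks: Low control ATP plus DMSO, high control DMSO only | Replicates: Singlicate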
OXTR potentiator: potentiates the human oxytocin receptor response; CHO-OTR cells, Fluo-8 calcium fluorescence, potentiator mode; 0% = oxytocin EC15, 100% = EC100; activation, % at 3 µM; 0.061% of 320,000 active;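 active = activation above that plate's cutoff, the mean activation of tested compounds plus 3 SD, cut at about 6.6% in these data, passing the limit was not always enough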;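 note: 100% uses oxytocin at 75 nM as the full agonist control; some results filed as inactive read as strong as hits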
Target sequence (P30559 whole entry, looked up): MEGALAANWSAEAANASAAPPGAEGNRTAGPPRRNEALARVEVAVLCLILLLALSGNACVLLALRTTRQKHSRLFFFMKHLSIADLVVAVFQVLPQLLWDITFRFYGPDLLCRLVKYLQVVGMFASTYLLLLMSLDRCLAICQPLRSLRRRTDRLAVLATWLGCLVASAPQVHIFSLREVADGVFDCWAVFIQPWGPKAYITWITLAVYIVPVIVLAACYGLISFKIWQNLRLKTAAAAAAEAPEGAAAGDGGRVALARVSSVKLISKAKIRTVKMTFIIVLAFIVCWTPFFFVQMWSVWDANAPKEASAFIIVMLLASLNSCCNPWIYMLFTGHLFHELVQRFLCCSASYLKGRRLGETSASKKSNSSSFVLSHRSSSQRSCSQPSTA
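Material: human OTR in CHO cells. Compound: 3.0 µM, one dose. Timing: compound 6 min at room temperature before oxytocin, 100 s read. Evaluation: % activation of max/min ratio relative to oxytocin controls. Replication: single well per compound, singlicate. Signal: Fluo-8 calcium dye fluorescence.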
TAAR1 agonist: human TAAR1 agonism | Q96RJ0 | CHO RD-HGA16 TAAR1, Fluo-8 calcium fluorescence; vehicle wells 0%, saturating PEA agonist 100% | activation, % at 3 µM | 0.99% of 360,000 active;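 active = activation above the mean activation of all test compounds in the run plus 3 SD, cut at about 38% in these data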
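Test system: RD-HGA16 (CHO) cells co-expressing Gα16 and hTAAR1; dosing: one-point dosing at 3 µM (nominal); timing: 17-24 h seeding, 75 min 37 °C dye, 30 min RT; signal: kinetic Fluo-8 calcium fluorescence; read-out basis: % activation relative to PEA EC100 response; controls: DMSO and PEA EC100; replicates: n 1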
M1 PAM parental: nonselective activator or artifact in parental CHO-K1 calcium assay; ATP EC20, Fluo-8 calcium fluorescence; 0% at ATP EC20, 100% at ATP max; activation, % at 3 µM; 0.02% of 360,000 active;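 active = activation above the run cutoff, the mean activation of all test compounds plus 3 SD, cut at about 40% in these data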;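 note: peak over basal fluorescence ratio in a 140 s read after ATP addition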
CHO-K1 Ca ag: counter-screen for M1 agonists: effect in parental CHO-K1 cells | Fluo-8 calcium fluorescence; scaled to maximal ATP response, vehicle zero | activation, % at 3 µM | 0.48% of 360,000 active | AID 602248; in the data active = activation above about 15%;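 note: untransfected CHO-K1 host cells lacking M1 receptor as counterscreen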
M1 ag: human M1 muscarinic receptor agonism; P11229; CHO-K1 hM1, Fluo-8 calcium fluorescence, agonist mode; 0% DMSO, 100% acetylcholine EC100; activation, % at 3 µM; 0.33% of 360,000 active; AID 588814;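 active = activation above the run's mean compound activation plus 3 SD, cut at about 16% in these data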;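 note: peak over basal fluorescence ratio within a 140 s kinetic read after compound addition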
* = called active by the depositor; / = no result given; & = joins results of further samples.

Compound,CHO-K1 Ca ag,M1 PAM parental,CHO-K1 Ca antag,OXTR potentiator,V1R ag counter,TAAR1 agonist,M1 ag,CHO parental Ca,TAAR1 antagonist
Cc1c(C#N)c(NC(=O)CCl)n(Cc2cccs2)c1C,0.3,10,-15,-11,0.9,2,-6,-10,-5
COc1ccc(S(=O)(=O)NCCc2c[nH]c3ccccc23)cc1OC,2.2,6,-3,-9,7.7,8,-5,-13,-12
Cc1ccc(-c2csc(NNC(=O)c3ccccc3)n2)cc1,0.0,5,-10,-6,2.6,1,-1,-12,-23
Cc1cccc(-c2cnc(C(O)c3cc(C)cc(C)c3)[nH]2)c1 (configuration not stated),3.9,9,-2,/,/,19,3,/,11
O=C(O/C(=C/c1ccccc1)C(F)(F)F)c1ccccc1,0.2,-9,3,/,/,0,-2,/,-8
COC(=O)CCSCC(=O)N1N=C(c2ccc(OC)cc2)CC1c1cccc(OC)c1OC (configuration not stated),2.5,6,-8,-6,0.9,4,-11,-18,15
CCC(C)c1ccc(S(=O)(=O)N2CCN(c3ccccn3)CC2)cc1 (configuration not stated),0.7,18,-14,-7,0.8,3,-5,6,21
CC1CN(Cc2cc(=O)oc3cc(O)c(Cl)cc23)CC(C)O1 (configuration not stated),1.4,15,-11,5,2.5,1,-2,6,-12
COc1cc(/C=N/Nc2nc(C)cc(C)n2)cc(OC)c1OC,1.1,9,-2,-20,0.2,1,-2,9,0
COc1ccc(OC)c(S(=O)(=O)N2CCC(C(=O)NCc3ccncc3)CC2)c1,0.9,15,-13,2,-0.4,3,2,0,-2
Nc1ncc(-c2ccccc2)n1CC1CCCO1 (configuration not stated),-0.2,-4,19,-3,-0.1,11,-6,-17,-4
O=C(Cc1c(F)cccc1Cl)Nc1ccccn1,1.5,23,-11,/,/,-1,-4,/,-1
CCC(C)Sc1cc(-c2nc3ccccn3c2NC2CCCCC2)ccc1OC (configuration not stated),-0.5&2.0,9&0,-14&-17,-6,-0.2,4&-1,-7,15,79*
COc1ccccc1NC(=O)C1=C(C)NC(=O)NC1c1cccc(OC)c1OC (configuration not stated),0.4,-5,12,8,-0.1,1,0,-14,-11
CCOc1ccc(NC(=O)CCCNC(=O)Cn2cnc3sc(C)c(C)c3c2=O)cc1,0.9,8,-17,-8,0.1,1,-6,-1,-1
CCC(=O)N1N=C(c2cccs2)CC1c1ccc(OC)cc1 (configuration not stated),0.0,-1,-1,/,/,8,-4,/,9
Cc1ccc(CNc2ccc(N3CCOCC3)cc2)s1,-0.1,-14,0,-13,0.1,7,-1,-10,-4
CC(C)(NS(=O)(=O)OCC(Cl)(Cl)Cl)c1ccccc1,-0.3,4,-10,3,-0.8,5,-9,-8,6
Cc1ccc(-c2cn3c(=S)[nH]nc3s2)cc1,3.0,15,3,2,0.2,0,-6,1,-12
Cc1ccc(NC(=O)c2cnc(SCC(=O)NCC3CCCO3)n(C)c2=O)cc1C (configuration not stated),-0.1,-4,7,-7,1.3,4,-1,3,-1
COc1ccccc1C1C(C(=O)c2sc(C)nc2C)=C(O)C(=O)N1CCN1CCOCC1 (configuration not stated),0.1,7,-6,-9,0.9,9,-4,3,-4
Cc1ccc(C)c(SCC(=O)Nc2cccc(S(=O)(=O)N3CCOCC3)c2)c1,1.2,-2,6,/,/,1,0,/,-2
CCN1C(=O)C2(C(C(=O)c3cc4ccccc4o3)=C(O)C(=O)N2CCCN2CCOCC2)c2ccccc21 (configuration not stated),0.6,-2,-5,-3,-0.1,16,0,-7,-7
C=CCC[C@@H](CCCCC)OC(=O)/C=C/[C@@H](O)[C@H](O)C[C@H](O)CC=C,1.6,12,-24,/,/,-1,/,/,-6
CC1CCN(C(=O)c2scc3c2OCCO3)CC1,-0.4,-5,15,-12,-0.6,11,-5,-13,-6
Cc1ccc(NC(=O)CCC(=O)N2CCOCC2)nc1,0.1,0,1,-9,0.5,2,-2,-3,-11
Cn1c(=O)c2c(nc(NCCCO)n2Cc2cccc(Br)c2)n(C)c1=O,-0.2,-7,22,11*,0.4,4,-4,-10,0
CCCn1cnc2c(SCc3ccc(Cl)cc3)nc(N)nc21,0.3,6,-9,/,/,3,4,/,6
Cc1ccc(NC(=O)c2ccc(S(=O)(=O)N(C)c3ccccc3)cc2)cc1S(=O)(=O)N1CCOCC1,0.4,15,-15,/,/,18,-2,/,30
CN(NC(=O)Nc1ccc(Cl)cc1)c1ncc(C(F)(F)F)cc1Cl,6.6,10,2,-10,6.6,16,2,-3,42
Cc1c(OCc2ccccc2)c(=O)ccn1Cc1ccc(F)cc1,1.5,15,-3,-8,-0.2,12,-10,-19,7
Cc1ccc(-n2ncc3c2ncn2c(C)nnc32)cc1C,0.1,1,2,-3,1.0,16,-3,-14,-29
COc1ccc(CCNC(=O)C(=O)NCC2OCCN2S(=O)(=O)c2ccc(Cl)cc2)cc1 (configuration not stated),5.3,-4,4,-7,7.7,7,0,5,35
Cc1cccc2nc(CSc3nc4cc([N+](=O)[O-])ccc4s3)cn12,1.9,17,-12,-3,2.6,-2,-10,-12,3
CC(C)N(C(=O)[C@H]1C[C@H](CC(=O)NCCCN(C)C)C(=O)N2CCc3c([nH]c4cc(-c5ccco5)ccc34)[C@]12C)C(C)C,0.9,24,-16,/,/,2,-8,-13,-17
Cc1ccc(NC(=O)CSc2nnc(C)n2CC2CCCO2)cc1 (configuration not stated),-0.2,11,-5,-19,-0.4,2,-5,-3,-11
O=C(Nc1ccc(S(=O)(=O)N2CCCC2)cc1)c1cncc(Br)c1,6.9,13,-16,-6,6.9,4,-4,-13,6
O=C(N/C(=C\c1ccccc1)C(=O)N1CCN(CCO)CC1)c1ccccc1,0.4,-4,8,-7,1.5,3,6,-10,-21
CCOC(=O)C1=C(c2ccccc2)N=c2s/c(=C\c3ccc(O)cc3)c(=O)n2C1c1cccs1 (configuration not stated),2.6,10,-1,-8,4.0,7,0,-4,44
COc1cc2c(cc1OC)C(=S)NC(C)(C)C2,0.2,19,-6,4,-0.1,-1,-4,1,-14
O=c1cc(CSc2nnc(-c3cccs3)n2Cc2ccccc2)nc2sc3ccccc3n12,1.0,17,-16,-16,0.6,2,-4,52*,42
O=C(/C=C/c1ccccc1)NC(=S)NNC(=O)c1cccnc1,0.8,15,-4,-9,-0.1,31,4,-14,6
NS(=O)(=O)c1ccc(NC(=O)c2ccc3c(c2)CCN3S(=O)(=O)c2ccccc2)cc1,0.5,-10,15,-6,1.3,1,-5,3,-10
CN1CCN(c2ccc(S(=O)(=O)N3CCCCC3)cc2NC(=O)Cc2ccccc2F)CC1,0.1,-9,10,-10,0.8,3,-7,-7,-1
Cc1ccc(C(=O)N[C@H](C(=O)Nc2cccc(S(=O)(=O)N3CCOCC3)c2)C(C)C)cc1,0.3,8,1,/,/,-2,-5,/,-22
CC(=O)Nc1ccc(C(=O)OCC(=O)N2CCCC2)cc1,0.4,13,-11,-6,1.2,3,-1,-13,-5
OC(c1ccc(F)cc1)c1nc(-c2ccc(F)c(Cl)c2)cs1 (configuration not stated),1.1,18,-9,/,/,-1,-3,/,-2
Cc1cc2cc(C(c3nnnn3Cc3ccccc3)N3CCc4ccccc43)c(=O)[nH]c2cc1C (configuration not stated),1.6,9,4,-8,0.0,6,-3,-28,0
C/C=C/C=N/NC(=O)CN(c1ccc(Br)cc1)S(=O)(=O)c1ccccc1,0.8,29,-11,-15,0.5,-4,-6,-22,10
Cc1ccc(S(=O)(=O)NC(C(=O)N2CCOCCOCCOCCOCC2)C(C)C)cc1 (configuration not stated),0.7,14,-15,-3,1.0,0,-3,-3,-6
Nc1nnc(SCC(=O)c2ccccc2)s1,0.3,11,-4,-26,0.5,3,-2,-1,-24
COCCN1C(=O)/C(=C/c2ccc(N3CCCC3)cc2C)SC1=S,11,11,21,-11,18,34,7,31*,51*
COc1ccc(CCN2C(=O)CC(NCCc3ccc(S(N)(=O)=O)cc3)C2=O)cc1OC (configuration not stated),0.3,-7,-18,-10,0.3,5,-3,10,2
COc1cccc(CNc2ncn[nH]2)c1OCc1ccc(F)cc1,0.7,-15,11,-4,0.0,1,-4,-19,-6
CCOC(=O)C1C(=O)NC(c2ccccc2)=NC1c1ccccc1 (configuration not stated),-0.1,22,-7,-12,0.4,6,-1,-15,-5
COc1ccc(NC(=O)CN(C)C(=O)c2oc3c(ccc4ccccc43)c2C)cc1,4.2,20,-12,-10,2.1,15,0,-36,25
O=C(N/N=C/c1ccc(OCCCF)cc1)c1ccc(C(F)(F)F)cc1,1.6,0,12,-8,0.8,6,-4,-9,29
O=C(COc1ccccc1)Nc1cccc(S(=O)(=O)N2CCCC2)c1,1.2,1,0,/,/,0,-5,/,-27
Cn1cc(CN2CCCC(CNS(=O)(=O)c3cccc4cccnc34)C2)cn1 (configuration not stated),0.0,16,3,1,0.4,4,-6,4,-8
CCOC(=O)CSc1nnc(-c2ccc(OC)cc2)n1CC,0.8,14,1,-2,0.0,6,-4,6,-9
COc1cc(C=C(c2nc3ccccc3s2)c2nc3ccccc3s2)ccc1O,2.0,23,-5,-6,1.9,5,-8,-15,22
Cc1ccc(NS(=O)(=O)c2ccc(NC(=O)CN(c3cc([N+](=O)[O-])ccc3C)S(C)(=O)=O)cc2)c(C)c1,1.5,27,-1,-2,-0.5,4,-4,14,-19
O=C1NC(=O)/C(=C/c2cccc([N+](=O)[O-])c2)N1,-0.4,-5,9,-18,0.8,3,-1,-9,-18

Sorted by heavy-atom count (low to high): three of the compounds above
Compound,CHO-K1 Ca ag,M1 PAM parental,CHO-K1 Ca antag,OXTR potentiator,V1R ag counter,TAAR1 agonist,M1 ag,CHO parental Ca,TAAR1 antagonist
COCCN1C(=O)/C(=C/c2ccc(N3CCCC3)cc2C)SC1=S,11,11,21,-11,18,34,7,31*,51*
Cn1cc(CN2CCCC(CNS(=O)(=O)c3cccc4cccnc34)C2)cn1 (configuration not stated),0.0,16,3,1,0.4,4,-6,4,-8
COc1cc(C=C(c2nc3ccccc3s2)c2nc3ccccc3s2)ccc1O,2.0,23,-5,-6,1.9,5,-8,-15,22
